Source: PubChem BioAssay
GPR151 ag: human GPR151 activation; Q8TDV0; PathHunter beta-arrestin GPR151 cells, luminescence; activation, % at 11.2 µM; 650,000 tested, 1% active; AID 1508602; in the data active means activation above about 4.9%;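 further: 0% = median of compound wells and 100% = cells with positive control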
Target sequence (Q8TDV0 whole entry, looked up): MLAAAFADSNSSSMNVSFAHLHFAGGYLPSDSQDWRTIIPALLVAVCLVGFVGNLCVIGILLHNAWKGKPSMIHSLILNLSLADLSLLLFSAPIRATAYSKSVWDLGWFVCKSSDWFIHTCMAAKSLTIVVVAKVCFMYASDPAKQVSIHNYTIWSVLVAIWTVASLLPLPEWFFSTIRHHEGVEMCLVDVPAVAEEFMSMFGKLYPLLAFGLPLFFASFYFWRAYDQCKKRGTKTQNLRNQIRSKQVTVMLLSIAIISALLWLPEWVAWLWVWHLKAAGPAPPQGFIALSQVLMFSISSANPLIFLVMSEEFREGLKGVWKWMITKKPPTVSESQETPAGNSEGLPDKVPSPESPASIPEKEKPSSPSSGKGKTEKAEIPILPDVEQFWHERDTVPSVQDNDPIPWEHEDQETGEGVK
MITF inh: human MITF inhibition, primary screen; O75030; AID 1259374; AlphaScreen MITF homodimerization, bead proximity signal; inhibition, % at 2.6 µM; 650,000 tested, 0.91% active; in the data active means inhibition above about 50%;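 further: 0% = vehicle wells with protein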
Target sequence (O75030 whole entry, looked up): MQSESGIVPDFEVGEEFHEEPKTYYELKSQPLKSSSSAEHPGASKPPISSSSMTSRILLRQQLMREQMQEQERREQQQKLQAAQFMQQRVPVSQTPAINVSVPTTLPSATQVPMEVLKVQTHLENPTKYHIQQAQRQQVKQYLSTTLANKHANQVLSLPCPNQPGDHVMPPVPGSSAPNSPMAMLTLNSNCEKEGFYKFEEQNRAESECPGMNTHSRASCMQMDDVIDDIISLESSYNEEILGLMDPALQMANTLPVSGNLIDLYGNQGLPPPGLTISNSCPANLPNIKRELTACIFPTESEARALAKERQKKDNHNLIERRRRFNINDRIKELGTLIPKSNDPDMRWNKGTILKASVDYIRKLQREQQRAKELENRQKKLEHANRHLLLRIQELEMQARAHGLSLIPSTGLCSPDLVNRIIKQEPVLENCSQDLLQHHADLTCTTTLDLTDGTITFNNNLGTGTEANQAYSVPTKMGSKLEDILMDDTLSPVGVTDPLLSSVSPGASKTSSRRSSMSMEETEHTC
FBW7 activator: activators of human E3 ligase FBW7; Q969H0; AlphaScreen FBW7–phospho-cyclin E peptide binding, activator screen; normalized activity (activation), % at 26.1 µM; 650,000 tested, 0.13% active; AID 1259310; in the data active means normalized activity above about 1.9%;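 further: purified mutant Fbw7 with reduced substrate affinity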
TEAD-YAP inh: TEAD-YAP interaction inhibition; HEK-TIYL cells, TEAD-Gal4/YAP UAS-luciferase luminescence; inhibition, % at 9.12 µM; 640,000 tested, 1.4% active; AID 1259422; in the data active means inhibition above about 32%;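 further: 0% = median of test compound wells and 100% = reference inhibitor wells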
* marks the source's active call; other numbers are inactive results.

Compound,GPR151 ag,MITF inh,TEAD-YAP inh,FBW7 activator
CCCNC(=O)c1ccc2c(c1)N(Cc1ccc(C)cc1)C(=O)CS2,-1.8,-1,-12,0.1
COC(=O)c1sc2ccccc2c1NC(=O)c1cc(=O)c2ccccc2o1,-1.2,-11,-7,0.0
Nc1n[nH]c(-c2ccc(Cl)cc2)n1,0.9,0,-33,0.4
c1ccc(-c2nc(SCc3cccc4ccccc34)[nH]c2-c2ccccc2)cc1,0.6,21,-2,0.1
Cc1ccc(NS(=O)(=O)c2cc([N+](=O)[O-])ccc2C)cc1C,2.7,6,6,-0.1
NC(C(=O)N1CCC(C(=O)Nc2ccc3[nH]ncc3c2)C1)c1ccc(F)cc1 (stereo not drawn),-0.8,21,1,0.1
COc1cc(/C=N/N2CC(=O)N(c3ccc(Cl)cc3)CC2=O)cc(OC)c1OC,0.3,11,8,0.1
Cc1ccc2[nH]c3c(=O)n(CC(=O)NCc4c(C)nn(C)c4C)cnc3c2c1,-0.4,0,4,0.1

Given with values under each structure: entries from further up
Every second line gives: GPR151 ag	MITF inh	TEAD-YAP inh	FBW7 activator
c1ccc(-c2nc(SCc3cccc4ccccc34)[nH]c2-c2ccccc2)cc1
 : 0.6	21	-2	0.1
Cc1ccc(NS(=O)(=O)c2cc([N+](=O)[O-])ccc2C)cc1C
 : 2.7	6	6	-0.1

(next part)
Compound,GPR151 ag,MITF inh,TEAD-YAP inh,FBW7 activator
O=C(Cn1c(=O)[nH]c2ccccc2c1=O)NC1CC1,0.6,8,-3,0.1
CCOc1ccc2nc3c(cc2c1)CN(Cc1ccco1)C(=O)C(C)O3 (stereo not drawn),-0.3,6,4,0.1
C=CCN=C(C)C1=C(O)c2ccccc2C1=O,0.4,2,-42,0.0
CCOC(=O)c1cc([N+](=O)[O-])sc1NC(=O)c1ccccc1Br,-0.6,5,-5,0.0
CC(C)C(=O)Nc1ccc(S(=O)(=O)C(F)F)cc1,2.5,9,-3,-0.1
O=C(NC1COc2ccccc2O1)c1cc(S(=O)(=O)N2CCOCC2)ccc1Sc1ccc(Br)cc1 (stereo not drawn),-0.1,7,1,-0.1
CC(C)c1ccc(C2CC(=O)NC(SCC(=O)Nc3cccc(F)c3)=C2C#N)cc1 (stereo not drawn),-0.5,-6,11,-0.2
COc1cc2ccccc2cc1C(=O)N/N=C\c1ccc([N+](=O)[O-])cc1,-0.1,28,12,0.7
CC1(c2ccc(F)cc2)NC(=O)NC1=O (stereo not drawn),0.6,1,-1,-0.1
O=C(Cc1cccs1)Nc1ccccc1C(=O)O,-7.1,18,-8,0.3
COc1ccc(NC(=S)N(C)Cc2c(C)nn(C)c2C)c(OC)c1,-1.2,16,5,0.1
CC(C)(C)N(Cc1ccccc1)C(=O)Cn1ccsc1=N,-0.4,11,2,0.0
CCc1ccc(-n2c(C)cc(C=C3C(=O)NC(=S)NC3=O)c2C)cc1,1.1,2,-3,-0.1
COC(=O)c1c(NC(=O)Cc2ccccc2Cl)sc(C)c1C,2.5,-10,7,0.0
O=C(CCCCCN1C(=O)c2ccccc2C1=O)NCc1ccccc1,1.4,-3,12,-0.1
COc1ccc(-n2nc(C(=O)N(C)Cc3ccccc3)c3ccccc3c2=O)c(OC)c1,0.0,3,6,-0.1
COc1ccc(Br)cc1Cc1nc(C)cc(-n2cc(F)c(=O)[nH]c2=O)n1,0.1,-17,-5,-0.1
COc1cc(/C=C\C(=O)NCCCC(=O)Nc2cccc3cccnc23)cc(OC)c1OC,-2.5,20,9,0.4
CCn1c2ccccc2c2nnc(SCC(=O)Nc3cc(C)ccn3)nc21,-0.8,-6,-12,-0.1
CC1(C)C(=O)OC(c2ccc([N+](=O)[O-])cc2)C2(CCCCC2)C1=O (stereo not drawn),-0.8,-6,-10,0.2
COCCOC(=O)C1=C(C)NC2=C(C(=O)CCC2)C1c1cc(OC)c(O)c(OC)c1 (stereo not drawn),-0.9,0,-4,-0.4
O=C(CN1C(=O)NC(c2ccccc2)(c2ccccc2)C1=O)NC(=O)NCc1ccco1,-0.4,1,-4,-0.1
O=C(CN1C(=O)C2C3C=CC(C3)C2C1=O)OCC(=O)c1ccc(Br)cc1 (stereo not drawn),2.3,13,-11,0.6
CCN(CC)C(=O)Cn1cnc2sc(C(=O)Nc3ccccc3F)c(C)c2c1=O,-0.6,15,-7,0.7
CC12Oc3ccccc3C(NC(=S)N1c1ccc(Cl)cc1)C2C(=O)Nc1ccc(Cl)cc1 (stereo not drawn),1.0,7,-5,-0.1
COCc1ccc(CN2CCOc3ccc(C(C)(O)CN(C)C)cc3C2)o1 (stereo not drawn),-0.4,11,4,-0.1
COc1ccc(NC(=S)NN2CCN(C)CC2)cc1,1.1,9,15,-0.1
CCn1c(SCC(=O)Nc2ccccc2F)nnc1-c1cccc(N)c1,0.9,17,3,-0.2
Clc1ccc(CSc2nnc(-c3cccnc3)o2)cc1Cl,-1.7,7,5,0.8
Cc1[nH]c2ccccc2c1CCNC(=O)/C(=C/c1ccc(Cl)cc1)NC(=O)c1ccco1,-0.3,7,-2,0.2
O=C(NCc1cccc(Cl)c1)c1ccc2c(c1)OCCO2,-1.7,3,-22,-0.1
CC(C)=CCN1CCc2nnc(C(CC(C)C)NC(=O)c3cccnc3)n2CC1 (stereo not drawn),-0.2,4,2,-0.1
CCOc1ccc2nc(SCc3c[nH]c4cc([N+](=O)[O-])ccc34)sc2c1,-1.0,11,3,0.8
O=C(CCS(=O)(=O)c1nc(-c2ccc3c(c2)OCO3)cc(C(F)(F)F)n1)Nc1cccc(O)c1,1.5,13,-5,0.0
COc1ccc(/C=C/C(=O)N2CC(C)OC(C)C2)cc1OC (stereo not drawn),1.4,11,-3,0.2
CC1Cc2ccccc2N1S(=O)(=O)c1ccc2c(c1)CCN2C(=O)C1CC1 (stereo not drawn),-0.4,10,-6,0.1
COCCNc1ccc2ncc(-c3ccccc3OC)n2n1,3.1,-1,3,0.2
O=C(c1cc2cc(Br)ccc2oc1=O)N1CCSC1c1ccc([N+](=O)[O-])cc1 (stereo not drawn),0.5,-9,7,-0.1
Cc1cccc(NC(=O)C2CCCN(S(=O)(=O)c3c(C)[nH]c(=O)[nH]c3=O)C2)c1C (stereo not drawn),0.8,12,8,0.4
O=C(CN1CCN(c2ccccc2)CC1)NC1CC2CCC1C2 (stereo not drawn),0.3,7,2,0.1
COc1ccc(S(=O)(=O)N2CCCC2)cc1C(C)C,-0.7,11,-4,0.0
CNc1nc2c(=O)[nH]c(N)nc2n1[C@@H]1O[C@H](CO)[C@@H](O)[C@H]1O,0.1,13,16,0.8
O=C(Oc1ccc2c3c(c(=O)oc2c1)CCCC3)c1ccco1,-0.8,1,8,-0.1
CCc1nnc(SCC(=O)NCCC2=CCCCC2)nc1CC,-0.8,3,12,0.2
COc1ccc(-n2nc3c(c2NC(=O)c2cccc(OC)c2OC)CSC3)cc1,0.4,-5,4,0.3
CCc1nnc(NC(=O)CCCOc2ccccc2)s1,0.8,-6,-3,-0.1
Cc1sc(N)nc1-c1ccc2c(c1)CCN2C(=O)C(C)(C)C,1.4,2,1,0.1
O=C(Cc1cn(-c2ccc(Nc3ccc4ncccc4c3)nn2)c2ccccc12)NCc1cccc(C(F)(F)F)c1,2.0,0,7,-0.1
CCOC(=O)c1cnn(-c2ccccc2Cl)c1CNCc1cn(C)nc1C,1.2,12,-4,0.1
O=C(NCc1ccccc1Cl)c1cc(S(=O)(=O)N2CCCCC2)c[nH]1,-1.0,10,-6,-0.1
CC(=O)c1ccc(NC(=O)COc2cccc(Br)c2)cc1,1.4,0,-46,-0.2
Cc1cc(C)nc(N2CCCC(CCC(=O)NCc3ccc(F)c(F)c3)C2)n1 (stereo not drawn),-0.2,-2,5,-0.1
Cc1ccccc1Cc1c(C)nc2ncnn2c1C,-1.3,1,-21,0.0
C=CCN=c1scc(-c2ccc(C)cc2)n1/N=C(\C)c1cccnc1,0.2,29,-3,-0.2
CC(C)(C)c1ccc(C(=O)OCC(=O)NC(=O)NC2CCCC2)cc1,0.8,-1,15,-0.1
COc1ccc(CC2(CCC(=O)N(C)CC3CCCCO3)CCC(=O)N2)cc1 (stereo not drawn),-0.1,-7,4,0.0

(next part)
Compound,GPR151 ag,MITF inh,TEAD-YAP inh,FBW7 activator
CCOC(=O)CNC(=O)c1ccc(Br)o1,-1.4,14,9,0.1
Cc1c(C(N)=O)oc2c1C(O)CC(C)(C)C2 (stereo not drawn),-0.9,10,10,0.1
O=C1CCCCN1c1cccc(NS(=O)(=O)c2ccc3c(c2)CCCC3)c1,0.4,7,11,-0.1
Cc1cccc(CC(CC(=O)Nc2ccc(I)cc2)C(=O)O)c1 (stereo not drawn),-1.3,16,4,-0.1
CC(NC(=O)C(C)N(c1ccc(Cl)cc1)S(C)(=O)=O)c1ccccc1 (stereo not drawn),-2.3,16,2,0.3
O=C(c1cc2nc(-c3cccs3)cc(C(F)(F)F)n2n1)N1CCCCC1,0.4,-1,-5,0.3
CCn1c(=O)n(-c2cc(Cl)ccc2C)c(=O)c2c3c(sc21)CN(C(C)=O)CC3,0.3,1,0,-0.1
COc1ccc(S(=O)(=O)N(CC(=O)O)C2CCCCC2)cc1Cl,2.1,4,-9,-0.1

The list goes on (6 carried over from the part before).
Compound,GPR151 ag,MITF inh,TEAD-YAP inh,FBW7 activator
O=C1CCCCN1c1cccc(NS(=O)(=O)c2ccc3c(c2)CCCC3)c1,0.4,7,11,-0.1
Cc1cccc(CC(CC(=O)Nc2ccc(I)cc2)C(=O)O)c1 (stereo not drawn),-1.3,16,4,-0.1
CC(NC(=O)C(C)N(c1ccc(Cl)cc1)S(C)(=O)=O)c1ccccc1 (stereo not drawn),-2.3,16,2,0.3
O=C(c1cc2nc(-c3cccs3)cc(C(F)(F)F)n2n1)N1CCCCC1,0.4,-1,-5,0.3
CCn1c(=O)n(-c2cc(Cl)ccc2C)c(=O)c2c3c(sc21)CN(C(C)=O)CC3,0.3,1,0,-0.1
COc1ccc(S(=O)(=O)N(CC(=O)O)C2CCCCC2)cc1Cl,2.1,4,-9,-0.1
Cc1ccc(NC(=O)C2C3C=CC4(O3)C2C(=O)N(CCc2ccc(Cl)cc2)C4C(=O)NC2CCCC(C)C2C)cc1Cl (stereo not drawn),-1.0,-2,-5,-0.1
Cc1ccc(S(=O)(=O)C(CNC(=O)C(=O)NC(C)C)c2cccs2)cc1 (stereo not drawn),-0.5,7,2,0.2
COc1c(C)cc(S(=O)(=O)NC(C)Cc2ccco2)cc1C (stereo not drawn),-1.0,0,-3,0.1
Nc1cccc2nsnc12,-0.1,2,8,-0.5
N#CCCN(CCN1CCCC1)S(=O)(=O)CCOc1ccccc1,1.0,5,-32,-0.1
O=C1C=C(c2ccccc2)OC2(CCCCC2)O1,-0.2,7,11,0.1
N#CC(C#N)=Cc1c(Nc2ccccc2)ncnc1Nc1ccccc1,0.0,3,-5,0.1
COc1ccc(C(=O)NCc2ccc(Cl)cc2)cc1[N+](=O)[O-],0.3,-3,6,0.0
COc1ccccc1C(=O)Oc1ccc(N(C)C2=NS(=O)(=O)c3ccccc32)cc1,-2.3,-5,-11,0.0
O=C(c1ccc(S(=O)(=O)c2ccccc2Cl)c([N+](=O)[O-])c1)N1CCN(C(c2ccccc2)c2ccc(Cl)cc2)CC1 (stereo not drawn),-0.7,17,-3,0.1
Cn1ccc(C(=O)NC(=S)NN2CCOCC2)n1,0.5,2,6,0.0
CN(C)CC(=O)N(C)C(Cc1ccccc1)C1CCN(C(=O)Cc2cccc(F)c2)CC1 (stereo not drawn),-0.4,-6,6,0.0
CCC(CC)NC(=O)c1cc(OC)c(OC)cc1[N+](=O)[O-],0.1,13,2,0.0
Cc1ccc(-n2nc3c(c2NC(=O)c2ccc(C)c([N+](=O)[O-])c2)CSC3)cc1,0.2,0,2,0.1
O=C(OCC(=O)C12CC3CC(CC(C3)C1)C2)c1ccno1,1.7,-2,10,0.0
C=CCNC(=O)CN1CCC(n2c(C)nc3cc(C(F)(F)F)ccc32)CC1,1.9,11,3,0.6
COCCCNC(=O)CCc1c(C)nc2cc(-c3ccc(Cl)cc3)nn2c1C,-1.2,28,-4,0.5
N#C/C(=C\c1ccc(N2CCOCC2)cc1)c1nc2ncc(Br)cc2[nH]1,-0.3,-11,-8,-0.3
COc1ccc(CNC(=O)CN2C(=O)NC(C)(CCc3ccccc3)C2=O)cc1 (stereo not drawn),0.7,-21,-1,0.1
CCOC(=O)C1=NN=C2C(=O)N(c3ccc(C)cc3C)C(=O)C12 (stereo not drawn),0.1,8,10,0.1
CCOC(=O)N1CCc2nc(NC(=O)c3ccnn3CC)sc2C1,-11,-16,-29,-0.3
COc1ccc(/C(C)=N/N2CC(=O)Nc3ccccc32)cc1,0.7,-5,-4,-0.2
CC(C)/C(O)=C(\C#N)c1nc2ccccc2n1C,-1.8,5,1,0.1
CCC(=O)Nc1ccc2nc(SCC(=O)NC(C)(C)C)sc2c1,-0.6,5,-5,-0.1
COc1cccc(C2NC(=O)NC(C)=C2C(=O)Nc2ccc(C)cc2)c1 (stereo not drawn),0.0,-14,-6,-0.2
CCNCCNC(=O)c1c(O)c2cccc3c2n(c1=O)CC3,-0.9,-5,-10,-0.1
CC(C)N1CCC(n2nccc2NC(=O)c2ccc3c(c2)OCO3)CC1,-1.0,-7,3,-0.1

Rows are unselected; any-hit rate near 3.4%.
